MCF10A rerep = A quantitative high throughput screen for small molecules that induce DNA re-replication in MCF 10a normal breast cells. actives 2.9% (n = 350,000). Potency, µM (top dose mostly 46.1 µM), inactives show at the top dose activity, positive = re-replication, usual class: activators. MCF 10A DNA re-replication, Hoechst nuclear intensity, 48 h. AID 624296, 2012; also: potency is read from the fitted curve at half-maximal effect; % of control where 0% means no effect; nearly all actives have a fitted effect of over 50% in size
SW480 rerep = A quantitative high throughput screen for small molecules that induce DNA re-replication in SW480 colon adenocarcinoma cells; SW480 DNA re-replication, Hoechst DNA content imaging, 48 h; Potency, µM (series often up to 46.1 µM), inactives show top-dose re-replication activation, usual class: activators; actives 1.8% (n = 340,000); also: potency is read from the fitted curve at half-maximal effect; % of control where 0% means no effect; nearly all actives have a fitted effect of over 55% in size
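Hoechst fluorescence of nuclei (405 nm excitation, 500-530 nm emission) measured by plate-scanning imager after 48 hr compound exposure at 37 C; re-replication scored as increased number of nuclei with elevated intensity.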
ATXN2 expr inh = Primary qHTS for Inhibitors of ATXN expression | Potency, µM (top dose mostly 57 µM), for inactives: top-dose activity change, negative = inhibition, most hits filed as inhibitors | AID 1745845, 2022 | actives 0.72% (n = 360,000) | HEK-293 ATXN2-luciferase reporter, luminescence, 24 h; also: potency is read from the fitted curve at half-maximal effect; % is scaled to controls: 0 for no effect and ±100 for the full control effect; nearly all actives have a fitted effect of over 55% in size
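qHTS (up to 57 uM final) was run with 24 h compound exposure of reporter cells at 37 °C. Each well was multiplexed: SteadyGlo luminescence measured ATXN2-luciferase expression after a fluorogenic Gly-Phe-AFC viability readout (25 uM final).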
HT1080NT lethal = qHTS for induction of synthetic lethality in tumor cells producing 2HG: qHTS for the HT-1080-NT fibrosarcoma cell line. HT-1080-NT fibrosarcoma viability, CellTiter-Glo ATP luminescence, 48 h. Potency, µM (titrated, usually from 46.1 µM), without a hit: top-dose activity, negative = less viability, hits mostly cytotoxic. actives 1.6% (n = 360,000);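 also: NT is the 2HG producing partner of a matched IDH1 knockdown line; potency is read from the fitted curve at half-maximal effect; 0% = DMSO-treated cells and -100% = media-only wells without cells; nearly all actives have a fitted effect of over 55% in size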
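Read-out is CellTiter-Glo luminescence after 10 minutes at room temperature, following 48 hours' compound treatment of HT-1080-NT cells (750 cells/well, RPMI, 5% FBS, 37 degrees C).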
S2 tox = Viability Counterscreen for Primary qHTS for Inhibitors of ATXN expression; actives 0.49% (n = 400,000); S2 cells (HEK-293 line with an ATXN2-luciferase reporter) viability, CellTiter-Fluor protease fluorescence, 24 h; AID 651635, 2014; Potency, µM (highest dose often 56.7 µM), most hits filed as cytotoxic; also: potency is read from the fitted curve at half-maximal effect; nearly all actives have a fitted effect of over 40% in size
IL-1B inflam inh = qHTS for Inhibitors of Inflammasome Signaling: IL-1-beta AlphaLISA Primary Screen | actives 4.7% (n = 360,000) | THP-1 LPS/ATP IL-1B secretion, AlphaLISA, 16 h; stronger effect = lower value | AID 743279, 2014 | activity change, % at 57.5 µM; in the data active = activity change below about -50%; inconclusive = mostly about -30% to -49%; also: % is scaled to controls: 0 for no effect and ±100 for the full control effect
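THP-1 cells pretreated 1 hr with compounds (up to 57.5 uM final), then stimulated with LPS (250 ng/mL final) plus ATP (1.25 mM final); secreted IL-1B measured by AlphaLISA after 16 hr, decreased signal indicating inhibition.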
KB-V1 cytotox = qHTS assay for MDR1-selective chemotherapeutics: Primary screen using the drug-selected MDR subline cells KB-V1 | KB-V1 MDR cells viability, CellTiter-Glo, 72 h | actives 3.4% (n = 400,000) | Potency, µM (doses to about 46.1 µM), without a hit: at the highest dose activity change, negative = cytotoxicity, actives largely listed as cytotoxic | AID 1347076, 2019; also: potency is read from the fitted curve at half-maximal effect; % is scaled to controls: 0 for no effect and ±100 for the full control effect; nearly all actives have a fitted effect of over 60% in size
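KB-V1, DMEM (no phenol red) + 10% FBS; cpd pin-transferred, titration series; 72 h, 37 degrees C; CellTiter-Glo, luminescence. Data normalized, curve-fit.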
HT1080 IDH1KD tx = qHTS for induction of synthetic lethality in tumor cells producing 2HG: qHTS for the HT-1080-IDH1KD cell line; Potency, µM (highest dose often 46.1 µM), without a hit: top-dose activity, negative = toxicity, most hits filed as cytotoxic; actives 2% (n = 360,000); AID 686971, 2013; HT-1080 IDH1 knockdown viability, ATP luminescence, 48 h;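 also: potency is read from the fitted curve at half-maximal effect; 0% = DMSO wells and -100% = cell-free medium wells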
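Using the IDH1-knockdown HT-1080 line run in the same batch and compound series as the NT line, viability after 48 h at 37 °C was determined by CellTiter-Glo luminescence and expressed as % activity.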
KB-3-1 tox = qHTS assay for MDR1-selective chemotherapeutics: Primary screen using the parental adenocarcinoma cell KB-3-1; Potency, µM (highest dose often 46.1 µM), inactives show top-dose activity change, negative = cytotoxic, usual class: cytotoxic; AID 1347075, 2019; actives 1.4% (n = 400,000); KB-3-1 viability, CellTiter-Glo ATP luminescence, 72 h; also: potency is read from the fitted curve at half-maximal effect; % is scaled to controls: 0 for no effect and ±100 for the full control effect; nearly all actives have a fitted effect of over 60% in size
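Screening of KB-3-1 cells (DMEM, 10% FBS, phenol-red free) ran from lowest to highest compound concentration; after 72 h at 37 °C viability was read luminescently and curves fitted.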
The depositor's hits bear a star; i = inactive; ? = inconclusive; · = no result given; & = joins results of further samples; [ ] = another dose, or the depositor's remark. Unless noted, calls follow the shape of the dose curve; as a rule, active = well fitted curve in the direction sought with a large enough effect; inconclusive = small, poorly fitted or top-dose-only effect, or another doubt; inactive = no such curve, though single readings can be large; an effect the other way counts as inactive or inconclusive.

SMILES	MCF10A rerep	SW480 rerep	ATXN2 expr inh	HT1080NT lethal	S2 tox	IL-1B inflam inh	KB-V1 cytotox	HT1080 IDH1KD tx	KB-3-1 tox
CCn1c(=O)cc(OCC(=O)N(C)c2cc(Cl)ccc2C)c2ccccc21	·	·	-8%	·	?	·	-1%	·	-9%
O=C(Nc1ccccc1C(=O)N1CCOCC1)c1noc2c1CCCC2	-5%	-4%	5%	2%	i	-10	-4%	-3%	2%
Cn1ccc2c(-c3ccc(F)nc3)cc3c(c21)C1CCC3C1 (stereo not given)	·	·	-13%	2%	i	41	-3%	-13%	0%
CN(C)CCCN1CC(C(=O)O)CC1=O (stereo not given)	1%	-4%	-6%	0%	i	13	-7%	-1%	-11%
N/C(=N\OC(=O)CCC1CCCC1)c1ccc([N+](=O)[O-])cc1	-1%	-13%	11%	15%	i	1	5%	13%	13%
O=C(COc1ccc(C2SCCS2)cc1)NNC(=O)C(Cl)Cl	?	-53%[inhibitor]	2%	-4%	i	-3	7%	0%	-7%
CCOC(CNC(=O)c1ccc2c(c1)nc(C)n2-c1cccc(F)c1)OCC	-5%	-2%	20%	7%	i	7	21µM*	-4%	4%
COC(=O)c1ccc2nc(-c3ccco3)c(Cc3cccc(Cl)c3)n2c1	·	·	-1%	1%	i	24	?	12%	-32%
CCOC(=O)c1c(S(=O)(=O)NCCc2ccc(OC)c(OC)c2)c(C)n(C)c1C	2%	-12%	1%	10%	i	-23	0%	7%	-13%
COc1ccc(N(CC(O)CN2CCCCC2)S(=O)(=O)c2ccc(C)cc2)cc1 (stereo not given)	1%	-5%	12%	4%	i	-1	0%	2%	8%
O=C(NCC(c1cccs1)S(=O)(=O)c1cccs1)c1ccc(C(F)(F)F)cc1 (stereo not given)	·	·	-20%	·	?	·	-12%	·	-16%
CCCN1CCN(C(=O)c2cc(COc3ccc4ncccc4c3)on2)CC1	9%	-2%	-36%	-19%	i	-6	?	-25%	?
CCOc1ccc(NC(=O)N(c2ccccc2)c2ccccc2)cc1	4%	-17%	-4%	8%	i	-3	-4%	22%	-2%
O=C(N/N=C\c1cccnc1)c1ccc(Cl)cc1Cl	-2%	3%	12%	-5%	i	13	24%	-1%	21%
COc1ccc(OC)c(C2C(C(=O)c3ccc(C)o3)=C(O)C(=O)N2CCN2CCOCC2)c1 (stereo not given)	-3%	29%	2%	8%	i	18	4%	16%	15%
O=C(O)CC(SCC(=O)NC1CCCc2ccccc21)C(=O)O (stereo not given)	-1%	10%	1%	1%	i	-8	16%	0%	-3%
COc1ccc(C2C(C#N)=C(C)NC(C)=C2C(=O)OC(C)C)c(OC)c1 (stereo not given)	3%	0%	15%	-6%	i	-20	3%	-17%	-8%
Cc1ccc2nc(SCC(=O)Nc3nnc(SCC(N)=O)s3)[nH]c2c1	-2%	-1%	5%	13%	i	20	1%	1%	4%
CCc1nnc(NC(=O)C2CCN(C(=O)NC3CCCCC3)CC2)s1	0%	0%	-1%	5%	i	20	-13%	26%	23%
N#CCC(=O)c1sccc1-n1cccc1	-51%[inhibitor]	-28%	-19%	-5%	i	27	4%	-6%	-3%
CCOC(=O)N1CCC(N2C(=O)c3ccc(C(=O)Nc4ccc(OC)cc4)cc3C2=O)CC1	1%	-13%	9%	1%	i	54	-23%	14%	12%
CCCn1nnnc1NCc1ccccc1OCC	4%	4%	-17%	2%	i	-9	0%	10%	-8%
CCCn1nc(NS(=O)(=O)c2ccccc2)c2cc3cc(C)ccc3nc21	1%	-277%[inhibitor]	6%	5%	i	15	15µM*	10%	-8%
CCOC(=O)c1c(C)[nH]c(C(=O)CSc2nc3ccccc3o2)c1C	6%	-5%	9%	1%	i	18	1%	10%	-1%
Cc1nn(S(=O)(=O)c2ccc(C(C)(C)C)cc2)c(C)c1S(=O)(=O)N1CCC(C)CC1	·	·	-1%	·	i	·	-25%	·	-14%
O=C(c1ccncc1)c1ccc(N2CCN(C3CC(=O)N(Cc4ccccc4)C3=O)CC2)cc1 (stereo not given)	?	-2%	-10%	-15%	i	-2	16µM*	?	?
CN(C)c1ccc(NC(=S)N(CCc2ccccc2)C2CC(=O)N(c3c(Cl)cccc3Cl)C2=O)cc1 (stereo not given)	6%[9.22 µM]	2%[9.22 µM]	4%	-18%	i	19	-2%	-22%	?
CC(C)CC1NC2(C(=O)N(C)c3ccccc32)C2C(=O)N(C(C)C)C(=O)C12 (stereo not given)	0%	-10%	7%	5%	i	36	-7%	7%	3%
O=S(=O)(Nc1cccnc1Cl)c1ccc2c(c1)OCCO2	-4%	4%	3%	?	i	2	-7%	-5%	2%
CCCCn1c(SCC(=O)NC2CCS(=O)(=O)C2)nc2cc(S(N)(=O)=O)ccc21 (stereo not given)	-31%[inhibitor]	-33%[inhibitor][1.84 µM]	-6%[2.22 µM]	-12%	i	12	25%	-1%	10%

Reprinted at random: 3 entries already listed
SMILES	MCF10A rerep	SW480 rerep	ATXN2 expr inh	HT1080NT lethal	S2 tox	IL-1B inflam inh	KB-V1 cytotox	HT1080 IDH1KD tx	KB-3-1 tox
CCCn1nnnc1NCc1ccccc1OCC	4%	4%	-17%	2%	i	-9	0%	10%	-8%
CCCCn1c(SCC(=O)NC2CCS(=O)(=O)C2)nc2cc(S(N)(=O)=O)ccc21 (stereo not given)	-31%[inhibitor]	-33%[inhibitor][1.84 µM]	-6%[2.22 µM]	-12%	i	12	25%	-1%	10%
O=C(c1ccncc1)c1ccc(N2CCN(C3CC(=O)N(Cc4ccccc4)C3=O)CC2)cc1 (stereo not given)	?	-2%	-10%	-15%	i	-2	16µM*	?	?

Remaining list, next part.
SMILES	MCF10A rerep	SW480 rerep	ATXN2 expr inh	HT1080NT lethal	S2 tox	IL-1B inflam inh	KB-V1 cytotox	HT1080 IDH1KD tx	KB-3-1 tox
Cn1nc(C(F)(F)F)c(/C=N/OC(=O)c2ccccc2)c1SCc1ccccc1Cl	18µM*	16µM*	-36%	?	?	?	12µM*	?	?
Cc1c(C(=O)N2CCC2(C)C(=O)O)oc2ccccc12 (stereo not given)	·	·	15%	?	i	?	4%	?	0%
CC(NC(=O)c1ccco1)C(=O)N1CC=C(c2ccccc2)CC1 (stereo not given)	18%	-23%	-3%	-4%	i	12	-1%	-1%	-1%
COCCn1c(=O)[nH]c(=O)c2cc(C(=O)c3cc(Cl)ccc3O)cnc21	?	?	-6%	-8%	i	58	?	-3%	11%
O=C(Nc1ccccc1)N(c1ccccc1)C1C=CS(=O)(=O)C1 (stereo not given)	2%	0%	-6%	5%	i	0	18%	-1%	5%
CCOC(=O)c1c(C)[nH]c(C=O)c1Cc1cccc(Cl)c1	27%	10%	-2%	?	i	0	15µM*	?	18µM*
CCC(C)NC(=O)c1ccccc1NC(=O)CN1C(=O)c2cccc3cccc1c23 (stereo not given)	·	·	-3%	·	i	·	-13%	·	1%
CC(C)CN(C(=O)COC(=O)c1ccc2c(c1)OCCO2)c1c(N)n(Cc2ccccc2)c(=O)[nH]c1=O	1%	-3%	5%	2%	i	-8	-1%	2%	-1%
Cc1ccc2[nH]c3c(=O)n(CC(=O)N(C)c4cc(Cl)ccc4C)ncc3c2c1	·	·	-1%	·	i	·	8%	·	-11%
Cc1ccc(OCC(=O)Nc2ccc(S(=O)(=O)Nc3cc(C)on3)cc2)c(Br)c1	·	·	11%	·	i	·	14%	·	0%
Brc1ccc(CN2CC[C@H]3C=CCc4cccc(c43)C2)cc1	29%	4%	-15%	-2%	i	29	-6%&-29%	0%	?
O=C(CSc1nnc(Cc2ccccc2)o1)Nc1cccc(F)c1	?	-4%	1%	0%	i	19	8%	0%	10%
CCCC(=O)Nc1ccc(OCC(=O)OC)cc1	1%	-11%	3%	12%	i	-13	5%	18%	-1%
COc1ccc(CNC(=O)C2CCN(S(=O)(=O)N3CCCC3)CC2)c(OC)c1	-3%	-10%	7%	0%	i	-9	-15%	0%	1%
S=C(NCCc1ccccc1)N/N=C/c1cccs1	0%	?	·	0%	i	17	10%	-6%	-10%
O=C(CSc1ccncc1)Nc1ccc2ccccc2c1	2%	-5%	-3%	1%	i	-9	?	-6%	7%
Cc1ccc(C)c(N2CN(Cc3cccnc3)CNC2=S)c1	-3%	-2%	-13%	6%	i	13	?	5%	15%
CCN1CCC(N(Cc2cccc(OC)c2)C(=O)Nc2ccc(C)cc2Cl)CC1	·	·	-16%	·	i	·	12%	·	-5%
CN(C)c1ccc(C2CC(c3cccc(NS(C)(=O)=O)c3)=NN2C(=O)c2ccccc2)cc1 (stereo not given)	-1%	7%	-14%	-27%	i	-58*	-20%	-18%	8%
COc1ccc(OC)c(Nc2nc(N(C)c3ccccc3)nc(N)c2[N+](=O)[O-])c1	-4%	-1%	·	-8%	i	24	1%	-6%	0%
CCOC(=O)C(C(=O)OCC)C1N=C(N)N=C2Oc3ccccc3N21 (stereo not given)	5%	-6%	7%	?	i	-4	-5%	10µM*	8%
COc1ccccc1N(CCC#N)C(=O)COC(=O)CCC(=O)c1ccc(F)cc1	-2%	-10%	·	3%	i	4	-17%	-3%	-16%
CC(C)CCNC(=S)NC1CCCC1	-3%	6%	-2%	0%	i	21	-3%	0%	0%
COc1ccc(-c2cc3nc(C)c(C)c(N4CCN(C(=O)c5ccoc5)CC4)n3n2)cc1	·	·	-12%	-9%	i	2	-11%	-6%	-14%
Cc1ccccc1Cn1c2ccccc2c2cn[nH]c(=O)c21	8%	0%	-20%	6%	?	39	-27%	-1%	?
Cc1nccn1CCCN1C(=O)OC2(CCCCC2)C1(C)O (stereo not given)	20%	0%	1%	25%	i	17	?	20%	8%

Compound activity as filed in PubChem BioAssay.

The order is random, and some 11% of all compounds hit somewhere here.
